From PubChem
ALOX12 inh = Primary qHTS assay for inhibitors of human arachidonate 12S-lipoxygenase (ALOX12): Round 2; AID 1671190, 2021; hit rate 1.1% among 580,000; purified 12hLO, xylenol orange hydroperoxide absorbance; Potency, µM (highest dose often 108 µM), inactives show top-dose activity change, negative = inhibition, hits mostly inhibitors; further: potency means the concentration at half of the fitted maximal effect; on the % scale 0 is the no-effect control and ±100 the full control effect
Target sequence (P18054 whole entry, looked up): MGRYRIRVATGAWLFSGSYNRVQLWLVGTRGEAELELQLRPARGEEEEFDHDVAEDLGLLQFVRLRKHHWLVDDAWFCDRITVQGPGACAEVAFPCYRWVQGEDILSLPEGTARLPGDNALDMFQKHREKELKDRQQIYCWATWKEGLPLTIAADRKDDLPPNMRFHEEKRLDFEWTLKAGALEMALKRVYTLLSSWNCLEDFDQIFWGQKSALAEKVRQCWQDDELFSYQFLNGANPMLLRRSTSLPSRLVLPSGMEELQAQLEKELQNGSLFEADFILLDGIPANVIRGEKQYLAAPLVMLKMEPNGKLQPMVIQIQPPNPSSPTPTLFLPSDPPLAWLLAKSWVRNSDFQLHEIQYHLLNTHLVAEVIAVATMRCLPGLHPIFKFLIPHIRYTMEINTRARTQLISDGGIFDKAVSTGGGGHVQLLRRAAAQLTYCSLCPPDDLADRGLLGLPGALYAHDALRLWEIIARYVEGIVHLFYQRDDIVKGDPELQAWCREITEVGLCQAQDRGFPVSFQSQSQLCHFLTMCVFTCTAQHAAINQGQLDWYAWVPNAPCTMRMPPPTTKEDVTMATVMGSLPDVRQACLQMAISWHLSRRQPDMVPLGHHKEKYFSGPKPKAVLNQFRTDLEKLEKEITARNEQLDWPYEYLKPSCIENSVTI
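Purified human 12hLO (150 nM final) in 25 mM Hepes, 0.01% Triton X-100, pH 7.0 was preincubated 15 min at room temperature with compound. Then 40 uM arachidonic acid was added, 30 min. Hydroperoxide was read by Fe-XO absorbance ratio 573/405 nm.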
APEX1 inh = qHTS Assay for Inhibitors of the Human Apurinic/apyrimidinic Endonuclease 1 (APE1) | DNA repair nuclease/redox regulator APEX1 (Homo sapiens), P27695 | recombinant APE1, TAMRA/BHQ-2 abasic DNA cleavage fluorescence | Potency, µM (top dose mostly 65.8 µM), inactives show at the top dose activity change, negative = inhibition, usual class: inhibitors | hit rate 0.35% among 350,000 | AID 2517, 2012;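 further: potency means the concentration at half of the fitted maximal effect; plate controls were vehicle for no effect and reference inhibitor for full effect; nearly all actives have a fitted effect of over 55% in size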
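APE1 at 0.75 nM preincubated 15 min at room temperature with compound. Reaction then started with 50 nM double-stranded THF-abasic substrate labelled with TAMRA/BHQ-2, and 525/598 nm fluorescence read kinetically. Activity taken as third-minus-first read difference, normalized to DMSO and NSC13755 controls.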
Pol iota inh = qHTS for Inhibitors of Polymerase Iota; Potency, µM (top dose mostly 115 µM), for inactives: at the top dose activity, negative = inhibition, usual class: inhibitors; Pol iota fluorescent replication assay, 10 min; DNA polymerase iota (Homo sapiens), Q9UNA4; AID 588590, 2011; hit rate 1% among 390,000; further: potency means the concentration at half of the fitted maximal effect
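Pol iota at 10 nM preincubated 15 min with compounds at room temperature; reaction started with fluorescent substrate, 50 nM final. Fluorescence read kinetically at 0 and 10 min; buffer-only wells as negative control.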
ERG-DNA inh = qHTS for Small Molecule Inhibitors of the ERG Ets/DNA interaction; Transcriptional regulator ERG (Homo sapiens), P11308; fluorescence polarization, His-ERG Ets domain / labelled DNA; Potency, µM (top dose mostly 76.9 µM), for inactives: at the top dose FP activity, negative = inhibition, usual class: inhibitors; hit rate 0.028% among 370,000; active means well fitted inhibition curve with a large enough effect in the polarisation, with a control signal flat; inconclusive means small, poorly fitted or top-dose-only effect, or effect the other way, or a change in a side signal; inactive means no such curve, though single readings can be large or run the other way; the % refers to the polarisation;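 further: polarization taken with two DNA probes labelled with fluorescein and Texas red; potency means the concentration at half of the fitted maximal effect; % of control where 0% means no effect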
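His-tagged ERG Ets domain (1 uM in the protein solution; 300mM KCl, 50mM Tris-HCl, 1mM EDTA, 1mM DTT, pH 7.5) received compound, then a probe mix of 5 nM fluorescein-DNA and 100nM Texas-615-DNA. Fluorescence polarization was read for both dyes.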
TRHR agonist = qHTS for Small Molecule Agonists and Allosteric Enhancers of Human TRH Receptor: Primary Screen for Agonists; TRHR cells, calcium flux fluo-8, FDSS agonist mode; activation, % at 2 µM; hit rate 0.18% among 360,000; in the data active means activation above about 30%; further: 0% is about no effect
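Steps: seed TRHR cells overnight; add fluo-8 no-wash Ca dye, RT 30 min–1.5 h; record 10 s baseline; pin-transfer compounds; monitor fluorescence 1 cycle/s for the agonist window. Calcium increases flag candidate agonists.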
POLB inh = qHTS Assay for Inhibitors of DNA Polymerase Beta; P06746; Pol beta primer extension/strand displacement, fluorescence kinetic; Potency, µM (doses to about 114 µM), for inactives: top-dose activity change, negative = inhibition, usual class: inhibitors; hit rate 1.3% among 340,000; further: potency means the concentration at half of the fitted maximal effect; on the % scale 0 is the no-effect control and ±100 the full control effect
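Human Pol beta at 10 nM; strand-displacement substrate 50 nM final. Compound exposure 15 min at room temperature before start, reaction 10 min at room temperature.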
BLM inh = qHTS Assay for Inhibitors of Bloom's syndrome helicase (BLM); recombinant BLM DNA unwinding, fluorescence dequenching; hit rate 0.2% among 350,000; RecQ-like DNA helicase BLM (Homo sapiens), P54132; Potency, µM (titrated, usually from 56.1 µM), without a hit: at the highest dose activity change, negative = inhibition, hits mostly inhibitors; AID 2528, 2010;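 further: potency means the concentration at half of the fitted maximal effect; plate controls were vehicle for no effect and no enzyme for full effect; nearly all actives have a fitted effect of over 35% in size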
Pol kappa inh = qHTS for Inhibitors of Polymerase Kappa; DNA polymerase kappa (Homo sapiens), Q9UBT6; purified Pol kappa, fluorescent DNA synthesis assay, 10 min; Potency, µM (titrated, usually from 107 µM), for the others: at the highest dose activity, negative = inhibition, usual class: inhibitors; hit rate 0.53% among 400,000; AID 588579, 2011; further: potency means the concentration at half of the fitted maximal effect; on the % scale 0 is the no-effect control and ±100 the full control effect
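Inhibition of 10 nM Pol kappa is measured by a fluorescent read-out at 0 and 10 min following addition of 50 nM substrate (final), with a 15-min room-temperature compound preincubation.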
Apoferritin bind = qHTS Assay for Identification of Novel General Anesthetics. Ferritin light chain (Equus caballus), P02791. apoferritin/1-aminoanthracene competitive binding, fluorescence. Potency, µM (doses to about 77.5 µM), inactives show at the highest dose activity change, negative = displacement, hits mostly inhibitors. hit rate 0.074% among 350,000. AID 485281, 2010; further: potency means the concentration at half of the fitted maximal effect; on the % scale 0 is the no-effect control and ±100 the full control effect; nearly all actives have a fitted effect of over 20% in size
Target sequence (P02791 2-175 limits assumed): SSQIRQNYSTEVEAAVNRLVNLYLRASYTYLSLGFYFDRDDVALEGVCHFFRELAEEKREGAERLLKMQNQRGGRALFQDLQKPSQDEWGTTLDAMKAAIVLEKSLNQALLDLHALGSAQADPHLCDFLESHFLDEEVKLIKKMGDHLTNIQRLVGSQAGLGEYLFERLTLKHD
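Steps: apoferritin (10 uM) was premixed with half-saturated 1-AMA in PBS, compounds were pin-transferred, plates stood 10 min at room temperature, fluorescence was read at 380/535 nm, and curves were fitted with a Hill equation.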
* = called active by the depositor; ? = inconclusive; / = not tested or not shown; & = joins results of further samples; [ ] = another dose, or the depositor's remark. Unless noted, the call rests on the fitted dose curve; in most records, active means well fitted curve in the direction sought with a large enough effect; inconclusive means small, poorly fitted or top-dose-only effect, or another doubt; inactive means no such curve, though single readings can be large; an effect the other way counts as inactive or inconclusive. Some of the compounds tested. The share of hits here may be higher or lower than overall.

Values run as follows: ERG-DNA inh, TRHR agonist, APEX1 inh, ALOX12 inh, Pol kappa inh, Pol iota inh, Apoferritin bind, BLM inh, POLB inh
O=C(NCCCN1CCOCC1)c1onc(CSc2ccccn2)c1C(=O)NCCCN1CCOCC1
    13%, /, /, 1%, -2%, 6%, /, /, /
COc1cccc(/C=N/NC(=O)c2c(C)nc3ccc(Br)cn23)c1O
    3%, 35*, 1%, /, -10%, ?, -15%, -23%, 79µM*
Cc1onc(-c2ccccc2Cl)c1C(=O)NCCn1c(C)cc2ccccc21
    32µM*, 0.7, 14%, /, -13%, ?, -16%, -4%, ?
COc1ccccc1[C@@H]1C(c2cccc(Cl)c2)=NN(c2ccccc2)[C@H]1C(=O)N1CCOC1=O
    4%, 0.6, -4%&0%, /, -12%[60.1 µM], -7%, 656%&44%[activator], -9%[75.6 µM], 4%
COc1ccc(C)cc1NC(=O)C1CCCN(S(=O)(=O)c2ccc3c(c2)oc(=O)n3C)C1 (stereo not drawn)
    -5%, -1.1, /, 0%, -1%, 33%[activator], 1%, -2%, 23%
O=C(CNc1ccc(Br)cc1)c1ccc(Br)s1
    9%, 1.2, 5%, ?, -7%, 15%, 0%, -3%, 22%
CCc1nc2ccccc2n1CC(=O)N(C(C)CC)C1CCS(=O)(=O)C1 (stereo not drawn)
    -1%, -0.3, 1%, 28%, 3%, 23%, -4%, 1%, 40%
O=C1C=C(c2ccc3c(c2)oc2ccccc23)C[C@@H](c2ccc(Cl)cc2)C1
    -9%, -0.2, -3%, 11%, -3%, 20%, /, /, /
O=C1CC(c2ccc(F)cc2)CC2=C1C=Nc1ccccc1N2 (stereo not drawn)
    -1%, -0.4, 28%, 0%, -2%, 97%[activator], -14%, -4%, -4%
COCCN(C(=O)COC(=O)CCc1ccccc1)c1c(N)n(Cc2ccccc2)c(=O)[nH]c1=O
    12%, -0.1, 6%, -14%, -9%, 42%[activator], /, /, /
Cc1cccc(C)c1OCc1nc2ccccc2c(=O)n1/N=C/c1c[nH]c2ccccc12
    10%, 0.4, 2%, -6%, -4%, -7%, -3%, -5%, 9%[57.1 µM]
Cc1cccc(N2CCN(C(c3ccccc3)c3nnc(-c4ccccc4F)o3)CC2)c1C (stereo not drawn)
    0%, 0.5, /, 8%, 7%, 16%, -10%, -9%, 97%
CNc1ccccc1-n1ccc(-c2ccccc2)n1
    0%, -1.5, -6%, -24%, -9%, ?, 2%, -12%, -17%
O=C(C1CCN(Cc2ccc(Cl)cc2)CC1)N1CCN(C(c2ccccc2)c2ccccc2)CC1
    -3%, 0.3, 12%, ?, -22%, 0%, 8%, -8%, -6%[57.1 µM]
COc1cccc(CN2CCNC(=O)C2CC(=O)NCCn2ccc3ccccc32)c1OC (stereo not drawn)
    8%, 0.0, -4%, 3%, -5%, 2%, ?, 3%, -13%

New compounds follow:
Values run as follows: ERG-DNA inh, TRHR agonist, APEX1 inh, ALOX12 inh, Pol kappa inh, Pol iota inh, Apoferritin bind, BLM inh, POLB inh
Nc1nc(SCC(=O)Nc2ccc([N+](=O)[O-])cc2)n[nH]1
    -3%, -0.8, 2%, 2%, -15%, 124%[activator], -10%, 0%, ?
c1ccc2c(N3CCCCC3)nc(N3CCCCC3)nc2c1
    -2%, -0.7, -1%, -2%, -1%, 7%, -16%, -2%, 16%
Cc1nn(Cc2ccccc2)c(Cl)c1C(=O)OCc1nnc(-c2ccc(Cl)cc2)o1
    10%, 0.2, -2%, 26%, -20%, 4%, -18%, -5%, -4%
O=C(c1cnccn1)N1CCC2(CC1)CCN(c1ncccn1)CC2
    /, /, 0%, 2%[57.4 µM], -7%[60.1 µM], /, /, 3%, /
C/C(=N\NC(=O)c1cc(O)ccc1O)c1cccc(NC(=O)c2cccc(Cl)c2)c1
    -5%, 0.2, 13%, ?, 79µM*, ?, -12%, -11%, ?
O=C(CSc1nc2c(cnn2-c2ccc(F)cc2)c(=O)[nH]1)N1CCCCCC1
    -9%, 0.1, -2%, -7%, -7%, 23%, -1%, -8%, 1%
C[C@@H]1C(=O)O[C@H]2CC34[C@H]5C[C@@H](C(C)(C)C)[C@]36[C@@H](OC(=O)[C@@H]6O)O[C@@]4(C(=O)O5)[C@]21O (stereo partly drawn)
    -5%, -0.1, 21%, 13%, -18%, 16%, /, /, /
NC(=O)COc1ccccc1
    5%, 0.5, -1%, 0%, -8%, 14%, 4%, -1%, -11%
Nc1nnc(SCn2nnc3ccccc3c2=O)s1
    19%, 0.4, 3%, -9%, -8%, 24%, -21%, 2%, -19%
Cc1nn(-c2ccccc2)c2c1C1(C(=O)N(C)c3ccccc31)C(C#N)=C(N)O2 (stereo not drawn)
    -8%, 4.0, 0%, ?, -11%, ?, -3%, -5%, -1%
CC(C)(C)NC(=O)CN(C(=O)c1snc(C(=O)NC2CCCCC2)c1N)c1ccccc1F
    -3%, 0.0, -7%, -8%, -7%, 8%, -1%, -14%, ?
Cc1cccc(Cc2c(C)nc3nc(SCC(=O)NCc4ccccc4)nn3c2C)c1
    -7%, -0.4, /, -7%, 5%, -6%, ?, -7%, 13%
O=C(OC(C(=O)Nc1cc(Cl)cc(Cl)c1)c1ccccc1)C1=COCCO1 (stereo not drawn)
    14%, 0.4, -11%, -27%, -14%, ?, -18%, -12%, -1%
O=C(O)c1ccc(N/N=C/c2ccncc2)cc1
    -5%, 0.5, -9%, -27%, 1%, 6%, -5%, -1%, -1%
O=C(NCCN1CCOCC1)c1ccc2c(c1)N(Cc1ccc(F)cc1)C(=O)CS2
    -2%, 0.0, 1%, -2%, 8%, 13%, 6%, 2%, 4%

Further results follow.
Values run as follows: ERG-DNA inh, TRHR agonist, APEX1 inh, ALOX12 inh, Pol kappa inh, Pol iota inh, Apoferritin bind, BLM inh, POLB inh
CCOC(=O)N1CCN(C(=O)c2cn(CC)c3ccc(S(=O)(=O)N(C)C4CCCCC4)cc3c2=O)CC1
    4%, 0.3, 74%[activator], -1%, -10%, -11%, -13%, 1%, 5%
COc1cc(Br)cc(/C=N/NC(=O)Cc2ccccc2)c1O
    14%, /, /, 12%, -2%, 92%[activator], /, /, /
COC/C=C/C1=CC(=O)C[C@H](c2ccc3c(c2)OCO3)C1
    -4%, -0.3, -10%, -20%, -7%, -18%, /, /, /
COC(=O)CCC(=O)OC1(C)C(=O)C2=CN(CCN3CCOCC3)C(c3ccc(OC)cc3)=CC2=C(Br)C1=O (stereo not drawn)
    /, 0.4, -3%[12.4 µM], /, /, /, -17%, -11%[12.4 µM], -1%
Clc1ccc(-c2cn3cc(Br)ccc3n2)cc1Cl
    7%, 0.6, 17%, -11%, -12%, -6%, 7%, 5%, 14%
CCCCC(=O)NC(=S)Nc1cccc(Cl)c1N1CCCCC1
    2%, 0.8, 3%, 35µM*, -7%, 9%, -7%, -4%, 22%
CN(C)c1nc(OCCNC(=O)COc2ccc(Cl)cc2Cl)nc(N2CCOCC2)n1
    0%, -1.1, -1%, 0%, -4%, 15%, 10%, 1%, -3%
CC(OC(=O)c1ccc(-n2cnnn2)cc1)C(=O)NCc1ccccc1 (stereo not drawn)
    10%, -0.1, -6%, 7%, 3%, 23%, /, /, /
O=C(/C=C/c1ccccc1F)N1CCN(c2ccccn2)CC1
    3%, 0.4, 15%, 17%, -4%, 17%, -4%, 0%, 28%

Full records from above. Values in the order: ERG-DNA inh | TRHR agonist | APEX1 inh | ALOX12 inh | Pol kappa inh | Pol iota inh | Apoferritin bind | BLM inh | POLB inh
Results for CC(OC(=O)c1ccc(-n2cnnn2)cc1)C(=O)NCc1ccccc1 (stereo not drawn) : 10% | -0.1 | -6% | 7% | 3% | 23% | / | / | /
Results for Clc1ccc(-c2cn3cc(Br)ccc3n2)cc1Cl : 7% | 0.6 | 17% | -11% | -12% | -6% | 7% | 5% | 14%
Results for CN(C)c1nc(OCCNC(=O)COc2ccc(Cl)cc2Cl)nc(N2CCOCC2)n1 : 0% | -1.1 | -1% | 0% | -4% | 15% | 10% | 1% | -3%
Results for COC(=O)CCC(=O)OC1(C)C(=O)C2=CN(CCN3CCOCC3)C(c3ccc(OC)cc3)=CC2=C(Br)C1=O (stereo not drawn) : / | 0.4 | -3%[12.4 µM] | / | / | / | -17% | -11%[12.4 µM] | -1%
Results for COc1cc(Br)cc(/C=N/NC(=O)Cc2ccccc2)c1O : 14% | / | / | 12% | -2% | 92%[activator] | / | / | /
